EPAC2 ag: qHTS for Agonist of cAMP-regulated guanine nucleotide exchange factor 4 (EPAC2): primary screen; EPAC2 activation, biochemical qHTS; response scale: 100% = 6.5 mM cAMP response; Potency, µM (doses to about 154 µM), for inactives: top-dose activation, hits mostly activators; Rap guanine nucleotide exchange factor 4 (Homo sapiens), Q8WZA2; actives 0.079% (n = 360,000); note: potency is the fitted concentration of half-maximal effect; nearly all actives have a fitted effect of over 50% in size
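Setup: EPAC2 100 nM, labeled Rap1B complex 250 nM, free GDP 50 uM. Compound titrations pinned in, brief spin, 5 min room temperature incubation. Kinetic fluorescence read over 30 min, normalized to 6.5 mM cAMP.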
D3 antag: qHTS of D3 Dopamine Receptor Antagonist: qHTS. D3R cells, DiscoveRx beta-arrestin luminescence, antagonist mode; active compounds read low. max response, negative = inhibition, %. actives 2.5% (n = 360,000). AID 652054, 2013; in the data active = max response below about -50%; inconclusive = no clear call, values can overlap the other calls; note: % is set by controls: 0 for no effect and ±100 for the full control effect; mostly tested at two doses, the higher about 12 µM
Target sequence (P35462 whole entry, looked up): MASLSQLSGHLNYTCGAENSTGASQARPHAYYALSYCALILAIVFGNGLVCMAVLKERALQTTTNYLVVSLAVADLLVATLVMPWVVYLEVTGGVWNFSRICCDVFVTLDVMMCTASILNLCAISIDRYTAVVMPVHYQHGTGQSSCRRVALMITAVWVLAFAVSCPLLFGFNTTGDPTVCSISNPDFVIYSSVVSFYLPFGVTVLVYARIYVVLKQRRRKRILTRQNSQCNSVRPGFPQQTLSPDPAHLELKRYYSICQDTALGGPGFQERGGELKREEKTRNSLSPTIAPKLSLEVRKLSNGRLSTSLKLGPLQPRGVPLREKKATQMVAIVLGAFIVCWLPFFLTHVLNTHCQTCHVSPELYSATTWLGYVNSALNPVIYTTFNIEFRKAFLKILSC
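Cells expressing the human receptor were seeded at 1500 cells/well, incubated overnight at 37 degrees C in 5% CO2, then exposed to library compounds with dopamine controls for 90 minutes at 37 degrees C before luminescent detection.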
EPAC2 antag: qHTS for Antagonist of cAMP-regulated guanine nucleotide exchange factor 2 (EPAC2): primary screen; EPAC2 GEF exchange of Rap1B-BODIPY-GDP, fluorescence; Rap guanine nucleotide exchange factor 4 (Homo sapiens), Q8WZA2; Potency, µM (titrated, usually from 114 µM), for inactives: top-dose activity, negative = inhibition, usual class: inhibitors; actives 0.18% (n = 360,000); note: potency is the fitted concentration of half-maximal effect; % is set by controls: 0 for no effect and ±100 for the full control effect; nearly all actives have a fitted effect of over 45% in size; many of its hits are not listed in these tables
CCT chaperon mod: High-Throughput Screening for Modulators of Cytosolic Chaperonin Activity | activity change, % (test concentration not listed), hits read low | AID 651819, 2012 | purified chaperonin ATPase assay, HTRF ADP detection, 30 min | actives 0.3% (n = 360,000); in the data active = activity change below about -30%; note: % is set by controls: 0 for no effect and ±100 for the full control effect
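Enzyme 40 or 20 nM (batch-dependent) in Tris pH 7.4/KCl/MgCl2/DTT; cpd 76 uM single point; ATP 10 uM; 30 min 37 °C; Transcreener ADP HTRF detection, 30 min RT; ratio 665/615.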
D3 ag: qHTS of D3 Dopamine Receptor Agonist: qHTS. D(3) dopamine receptor (Homo sapiens), P35462. D3R DiscoveRx beta-arrestin cells, luminescence, 90 min. max activation, %. actives 0.58% (n = 410,000). AID 652048, 2013; in the data active = max activation above about 30%; note: 0% is about no effect; mostly tested at two doses, the higher about 12 µM
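Agonist mode: compounds and dopamine controls were applied to plated cells for 90 min at 37 degrees C after an overnight attachment at 1500 cells/well. Luminescent read-out followed 30 - 60 minutes at room temperature with DiscoveRx detection reagent.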
MmCpn inh: Inhibitors of TCP-1 ring complex (TRiC) of Methanococcus maripaludis (MmCpn): qHTS | Potency, µM (doses to about 76.9 µM), without a hit: at the top dose activity, negative = inhibition, usual class: inhibitors | actives 0.031% (n = 330,000) | purified Mm-Cpn ATPase, ADP Transcreener TR-FRET | AID 504842, 2011; note: potency is the fitted concentration of half-maximal effect; % is set by controls: 0 for no effect and ±100 for the full control effect; nearly all actives have a fitted effect of over 80% in size
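Quantitative HTS used 25 nM Mm-CPN and 10 uM ATP in magnesium/KCl Tris buffer, pH 7.4, with 1 mM DTT. Hydrolysis ran 30 min at 37°C; ADP was read by HTRF.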
pAkt inh: HTS Assay for Inhibitors of Akt Phophorylation: Primary Screen; activity change, % for hits at 50 µM; Neuro2A IGF-stimulated pAkt S473 HTRF, 20 min; active compounds read low; actives 0.32% (n = 360,000); AID 651550, 2012; in the data active = activity change below about -80%; inconclusive = mostly about -51% to -80%; note: % is set by controls: 0 for no effect and ±100 for the full control effect
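Single-point screen (50 µM final compound) in Neuro2A cells stimulated 20 min with 6 nM IGF at 37 deg C. After lysis, Ser473-phosphorylated Akt read by HTRF (ex 330 nm, em 615/665 nm) as the 665/615 ratio.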
PTHR1 ag: qHTS for PTHR1 Agonists: Primary Screen | Parathyroid hormone/parathyroid hormone-related peptide receptor (Homo sapiens), Q03431 | AID 743266, 2014 | actives 0.075% (n = 410,000) | HEK293 GP2 PTHR1 cells, GloSensor cAMP luminescence, 1 h | Potency, µM (series often up to 115 µM), for the others: at the highest dose activation, most hits filed as activators; note: potency is the fitted concentration of half-maximal effect; nearly all actives have a fitted effect of over 55% in size; some results filed as inactive show a strong effect at the top dose; inactives centre near -15; many of its hits are not listed in these tables
Target sequence (Q03431 whole entry, looked up): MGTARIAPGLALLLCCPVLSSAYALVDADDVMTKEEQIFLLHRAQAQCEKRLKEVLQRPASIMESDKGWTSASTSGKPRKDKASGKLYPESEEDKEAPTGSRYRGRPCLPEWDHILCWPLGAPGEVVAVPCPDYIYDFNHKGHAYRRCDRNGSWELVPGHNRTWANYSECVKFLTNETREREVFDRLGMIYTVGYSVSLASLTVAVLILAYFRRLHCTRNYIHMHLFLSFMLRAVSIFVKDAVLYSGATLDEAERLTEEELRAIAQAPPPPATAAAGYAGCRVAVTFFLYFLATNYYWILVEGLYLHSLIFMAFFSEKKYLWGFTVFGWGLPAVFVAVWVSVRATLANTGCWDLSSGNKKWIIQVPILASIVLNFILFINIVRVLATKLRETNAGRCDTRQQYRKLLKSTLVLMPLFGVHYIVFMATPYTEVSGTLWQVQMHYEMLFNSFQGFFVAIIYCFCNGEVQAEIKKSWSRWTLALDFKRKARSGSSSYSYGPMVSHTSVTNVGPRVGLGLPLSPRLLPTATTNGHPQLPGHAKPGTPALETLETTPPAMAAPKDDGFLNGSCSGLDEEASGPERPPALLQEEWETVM
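HEK-293-derived GP2 cells expressing PTHR1 and a GloSensor cAMP reporter, 3,000/well, plated overnight, given luciferin plus IBMX (each 0.5 mM as added) for 1 h at 37 °C, then compound for 1 h at 37 °C. Luminescence was read after 15 min at room temperature.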
The depositor's hits bear a star; i = inactive; ? = inconclusive; · = not tested or not shown; [ ] = remark or other dose. Unless noted, calls come from the whole dose curve; as a rule, active = well fitted curve in the direction sought with a large enough effect; inconclusive = small, poorly fitted or top-dose-only effect, or another doubt; inactive = no such curve, though single readings can be large; an effect the other way counts as inactive or inconclusive. Not all compounds are listed. The share of hits here may be higher or lower than overall.

SMILES	EPAC2 ag	D3 antag	EPAC2 antag	CCT chaperon mod	D3 ag	MmCpn inh	pAkt inh	PTHR1 ag
O=C(COc1ccc(S(=O)(=O)N2CCCCC2)cc1)NC1CCCCC1	4%	0	-8%	-4.0	2	-1%	i	i
COc1ccc(-c2nc3ccc(Br)cn3c2Cc2cccc(F)c2)cc1OC	1%	18	-19%	1.1	7	·	i	-88%[inhibitor]
O=C(CCNS(=O)(=O)c1cccc(Cl)c1)OCC(=O)N1CCN(C(=O)c2ccco2)CC1	12%	-25	-6%	2.3	0	0%	i	-19%
COc1ccc(OCC(=O)N/N=C/C=C/c2ccccc2)cc1	4%	16	0%	-2.0	8	2%	i	i
CC12CCC(=O)N1C(C(=O)N1CCN(S(=O)(=O)c3ccc(Br)cc3Cl)CC1)CS2 (stereo not drawn)	5%	-11	-1%	0.9	-6	0%	i	-13%
C/C(=N/NC(=O)CN1CCN(Cc2ccccc2Cl)CC1)c1ccco1	7%	0	1%	-0.4	9	-1%	i	i
O=C(NCC(=O)N(c1ccc(Cl)cc1)C(C(=O)NC1CCCC1)c1ccncc1)c1ccco1 (stereo not drawn)	-1%	-8	-1%	-0.7	-14	0%	i	-5%
COC(=O)Cc1ccc(NC(=O)c2ccc3c(c2)C(=O)N(Cc2ccco2)C3=O)cc1	-8%	-8	4%	-1.3	0	3%	i	-24%
O=C(NC12CC3CC(CC(C3)C1)C2)N1CCN(c2ccccc2)CC1	3%	0	2%	1.0	-2	2%	i	-5%
CC1(C)Cc2c(sc(NC(=O)C(=O)NCCCN3CCOCC3)c2C#N)CO1	13%	-4	7%	-0.4	0	?	·	i

A draw from above in order of count of non-hydrogen atoms, ascending.
SMILES	EPAC2 ag	D3 antag	EPAC2 antag	CCT chaperon mod	D3 ag	MmCpn inh	pAkt inh	PTHR1 ag
COc1ccc(OCC(=O)N/N=C/C=C/c2ccccc2)cc1	4%	16	0%	-2.0	8	2%	i	i
O=C(CCNS(=O)(=O)c1cccc(Cl)c1)OCC(=O)N1CCN(C(=O)c2ccco2)CC1	12%	-25	-6%	2.3	0	0%	i	-19%
O=C(NCC(=O)N(c1ccc(Cl)cc1)C(C(=O)NC1CCCC1)c1ccncc1)c1ccco1 (stereo not drawn)	-1%	-8	-1%	-0.7	-14	0%	i	-5%

Other structures follow:
SMILES	EPAC2 ag	D3 antag	EPAC2 antag	CCT chaperon mod	D3 ag	MmCpn inh	pAkt inh	PTHR1 ag
CCCC1CCC(=NNS(=O)(=O)c2ccc(C)c([N+](=O)[O-])c2)CC1 (stereo not drawn)	-13%	-15	-1%	2.2	-13	0%	i	i
COc1ccc(COC[C@H](CC(C)C)N2CCN(C(=O)c3cccc(C(F)(F)F)c3)CCC2=O)cc1	1%	0	-14%	-0.2	-1	·	i	-19%
Cc1ccc(F)c(CNC(=O)C2CCC(=O)N(CCCN3CCCC3=O)C2)c1F (stereo not drawn)	1%	6	-11%	-4.6	3	-2%	i	0%
Cc1ccc(S(=O)(=O)NCCC(=O)NCCSc2ccc(Br)cc2)cc1	9%	-20	-1%	-4.2	-17	2%	i	-23%
CCCC(=O)Nc1nnc(SCC(=O)Nc2ccc(OCC)cc2)s1	6%	-13	4%	1.8	-5	·	i	-21%
CN(C)c1nc2c(cnn2C)c(=O)[nH]1	1%	-8	-1%	2.2	1	·	i	0%
COCCN(C(=O)c1ccccc1)c1nc(-c2ccc(OC)cc2)cs1	9%	21	10%	0.8	-3	-11%	i	-19%
N#C/C(=C\c1cccc([N+](=O)[O-])c1)C(=O)Nc1cccnc1	4%	3	-1%	2.5	2	-6%	i	-90%[inhibitor]
Cc1cc(NC(=O)Nc2ccc(F)c(Cl)c2)no1	-9%	32	-2%	-7.6	-12	0%	i	-36%[inhibitor][57.5 µM]
CN(c1ccc(OCC(=O)Nc2ccc(S(N)(=O)=O)cc2)cc1)S(=O)(=O)c1ccc(F)cc1	8%	19	-10%	-0.4	4	·	i	-32%[inhibitor]

Grouped by structure: those above with an aryl thioether with sulfur outside any ring (two)
SMILES	EPAC2 ag	D3 antag	EPAC2 antag	CCT chaperon mod	D3 ag	MmCpn inh	pAkt inh	PTHR1 ag
Cc1ccc(S(=O)(=O)NCCC(=O)NCCSc2ccc(Br)cc2)cc1	9%	-20	-1%	-4.2	-17	2%	i	-23%
CCCC(=O)Nc1nnc(SCC(=O)Nc2ccc(OCC)cc2)s1	6%	-13	4%	1.8	-5	·	i	-21%

Carrying on.
SMILES	EPAC2 ag	D3 antag	EPAC2 antag	CCT chaperon mod	D3 ag	MmCpn inh	pAkt inh	PTHR1 ag
CCC(=O)Nc1cccc(NC(=O)CSc2nnnn2C2CCCC2)c1	13%	16	-2%	-2.3	-3	0%	i	i
Clc1ccc(-c2cn(-c3nc4ccccc4s3)nn2)cc1	4%	29	3%	-1.0	5	·	i	-24%
CN(C=O)c1ccc(CSc2ccccc2)cc1	12%	-8	-6%	-1.6	4	·	i	-11%
O=C(OC1CCCCC1)c1ccc(NC(=O)C2CCCCC2)cc1	10%	2	-5%	-2.4	-1	-4%	i	-15%
O=C(NCCc1ccc2c(c1)OCCO2)c1cc(S(=O)(=O)N2CCCC2)ccc1Cl	13%	3	17%	1.4	5	-9%	i	i
Cn1c(=O)n(C)c2cc([N+](=O)[O-])c(N3CCN(C(=O)c4cccc(F)c4)CC3)cc21	11%	?	6%	-5.1	-7	1%	i	i
O=C(COc1ccc2c(c1)C(=O)CC1(CCCCC1)O2)NCc1ccccn1	1%	21	-11%	-4.8	8	0%	i	-17%[57.5 µM]
COc1ccc(NC(=O)c2cc3c(Cl)nc4ccccc4c3s2)c(OC)c1	2%	6	4%	-1.4	4	-1%	i	i
COc1ccc(CNC(=O)c2cc(C(=O)C3CC3)c[nH]2)cc1	-13%	14	-2%	2.2	-15	3%	i	i
Cc1c(O)c(CN2CCCC2)cc2c1oc(=O)c1ccccc12	9%	-9	-3%[57.1 µM]	-1.0	-7	-10%	i	?

Profiles as entered above. Values in the order: EPAC2 ag | D3 antag | EPAC2 antag | CCT chaperon mod | D3 ag | MmCpn inh | pAkt inh | PTHR1 ag
`O=C(NCCc1ccc2c(c1)OCCO2)c1cc(S(=O)(=O)N2CCCC2)ccc1Cl` is entered as 13% | 3 | 17% | 1.4 | 5 | -9% | i | i
`COc1ccc(CNC(=O)c2cc(C(=O)C3CC3)c[nH]2)cc1` is entered as -13% | 14 | -2% | 2.2 | -15 | 3% | i | i
`Cc1c(O)c(CN2CCCC2)cc2c1oc(=O)c1ccccc12` is entered as 9% | -9 | -3%[57.1 µM] | -1.0 | -7 | -10% | i | ?
`Cn1c(=O)n(C)c2cc([N+](=O)[O-])c(N3CCN(C(=O)c4cccc(F)c4)CC3)cc21` is entered as 11% | ? | 6% | -5.1 | -7 | 1% | i | i
`O=C(OC1CCCCC1)c1ccc(NC(=O)C2CCCCC2)cc1` is entered as 10% | 2 | -5% | -2.4 | -1 | -4% | i | -15%

Continued.
SMILES	EPAC2 ag	D3 antag	EPAC2 antag	CCT chaperon mod	D3 ag	MmCpn inh	pAkt inh	PTHR1 ag
COc1cccc(NC(=O)CN(C)C(=O)c2ccc3[nH]c4c(c3c2)CC(C)CC4)c1 (stereo not drawn)	11%	-13	4%	-1.1	16	-1%	i	i
CCOC(=O)C1=C(C)NC2=C(C(=O)C(C(=O)OC)C(C)C2)C1c1ccc(OC)c(O)c1 (stereo not drawn)	6%	-22	4%	1.5	2	-1%	i	i
N#Cc1nc(-c2ccc(F)cc2)oc1N1CCCC1	-5%	1	0%	-1.5	0	1%	i	i
Cc1nn(Cc2ccccc2Cl)c2sc(C(=O)NC(C)(C)C)cc12	9%	2	-4%	0.4	3	0%	i	i
CCN(CC)c1ccc(CC(=O)NC(C)Cc2ccccc2)cc1 (stereo not drawn)	4%	-13	0%	2.4	-5	1%	i	-24%[57.5 µM]
CCCCNC(=O)C1(C)CCCCN1C(=O)c1ccc(OC)c(C(F)(F)F)c1 (stereo not drawn)	2%	21	-5%	-1.2	10	·	i	-23%
O=C(COc1ccccc1)Nc1ccc2oc(=O)ccc2c1	3%	11	-3%	0.1	-3	1%	i	i
COc1ccc(-n2nnnc2S(=O)(=O)Cc2ccc(C(=O)O)cc2)cc1	2%	36	-2%	-1.1	5	2%	i	-25%[57.5 µM]
O=C1CNC(=S)N1Cc1cccc(Cl)c1	0%	0	6%	2.1	-7	0%	i	-12%
CC(=O)N1c2ccccc2N2C(c3c(C)c(C)cc(C)c3C)=NON12	19%	-2	?	1.2	-3	1%	i	10%
COC(=O)C1=CN(Cc2ccccc2)C=C(C(=O)OC)C1c1cc(F)ccc1F	10%	?	?	-4.7	-11	-6%	i	i
O=C(Nc1ccc(CN2CCCCC2)cc1)c1cc(Br)ccc1Cl	8%	-8	-2%	0.8	-8	2%	i	-23%
O=C(COC(=O)CCS(=O)(=O)c1ccc(Cl)cc1)Nc1ncc(Cl)cc1Cl	8%	-27	-11%	3.1	0	1%	i	-12%[57.5 µM]
S=C(Nc1ccc2nsnc2c1)N1CCCCCC1	2%	-17	23%	-1.8	-9	1%	i	-11%
COc1cc(/C=N/NC(=O)c2cccnc2)ccc1OC(=O)c1cccc(Br)c1	0%	16	9%	-0.5	3	1%	i	-54%[inhibitor]
CC12C=CC3(O1)C(C(=O)N(c1cccnc1)C3C(=O)NC1CCCCC1)C2C(=O)Nc1ccccc1 (stereo not drawn)	7%	3	-4%	-5.7	1	?	i	-18%
O=C(O)C1(NS(=O)(=O)c2ccc(Cl)cc2)CCCCC1	2%	11	4%	-1.7	6	1%	i	-2%[57.5 µM]
Cc1cccc(NC(=O)N2CCC(NC(=O)c3ccccc3C)CC2)c1	1%	25	9%	-1.8	-5	0%	i	i
